# High-throughput results from PubChem BioAssay.
# STAT3 blocker: inhibitors of IL-6 induced STAT3 signaling | U3A cells, IL-6 STAT3-luciferase reporter, luminescence; host cell line lacks STAT1 | inhibition, % at 5.5 µM | 190,000 tested, 0.89% active | AID 862;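 active = inhibition above the mean inhibition across all screened compounds plus 3 SD, cut at about 44% in these data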;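 note: 0% = DMSO only wells and 100% = 100 µM nifuroxazide control wells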
# APP 5'UTR act: APP 5'UTR luciferase reporter activation; SH-SY5Y APP 5'UTR luciferase reporter, luminescence; zero percent = DMSO vehicle wells; activation, % at 2 µM; 190,000 tested, 1% active;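 active = activation above a set limit, based on mean plus 3 SD of controls, cut at about 140% in these data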; note: values of inactives mirror those of a sister screen read the other way
# STAT1 activator: increases IFN-gamma driven STAT1 reporter signal; NIH 3T3 STAT1-luciferase reporter, luminescence; 100% = IFN-gamma alone, no compound; activation (% of control), % at 5.5 µM; 200,000 tested, 2.6% active; AID 932;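 active = activation above the screen-wide mean activation plus 3 SD, cut at about 130% in these data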;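 note: raw ratio to IFN-gamma control signal so 100% means no change and 0% no light; values of inactives mirror those of a sister screen read the other way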
# Hsp70 act: transcriptional activators of Hsp70 | HeLa Hsp70 promoter luciferase reporter, luminescence; scaled: vehicle 0, proteasome-inhibitor control 100% | activation, % at 10 µM | 200,000 tested, 0.04% active | AID 1203;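 active = activation above the mean across all tested compounds plus 3 SD, cutoff set per campaign, cut at about 5.5% in these data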;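 note: 100% = MG132 at 30 µM as the positive control and 0% = DMSO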
# NF-kB neuron act: compounds increasing NF-kB expression in human neuronal cells. NF-kB reporter expression; active compounds read high. fold change at 12.5 µM. 190,000 tested, 1.6% active; in the data active = fold change above about 3.3
# APP 5UTR inh: APP translation inhibition; SH-SY5Y APP 5'UTR-luciferase reporter, luminescence; inhibition, % at 2 µM; AID 1285; 190,000 tested, 0.82% active;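 active = inhibition above a set limit, derived from the sample mean plus 3 SD, cut at about 45% in these data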; note: values of inactives mirror those of a sister screen read the other way
# RAM network inh: blocks the yeast RAM network | S. cerevisiae dse1pr::URA3 reporter, 5-FOA growth OD615, 2 d; analog-sensitive cbk1-as2 kinase mutant strain | inhibition, % at 50 µM | 190,000 tested, 1.8% active | AID 868;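 active = inhibition above a set limit, 3 SD over mean compound inhibition, cut at about 8.4% in these data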;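 note: 0% = DMSO-only wells with no growth and 100% = 10 µM 1-NA-PP1 full growth; inhibition rescues growth on 5-FOA so higher OD means more RAM inhibition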
# STAT1 blocker: reduces IFN-gamma driven STAT1 reporter signal; NIH 3T3 STAT1-luciferase reporter, luminescence; inhibition, % at 5.5 µM; 200,000 tested, 0.35% active;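 active = inhibition above a set limit, the mean inhibition across all tested compounds plus 3 SD, cut at about 34% in these data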;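 note: 0% = IFN-gamma with DMSO and 100% = IFN-gamma with 300 µM nifuroxazide; values of inactives mirror those of a sister screen read the other way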
# FLuc inh counter: Photinus pyralis luciferase inhibition counter-screen; inhibition, % at 10 µM; P08659; 200,000 tested, 1.5% active; AID 1006; ATPLite firefly luciferase biochemical luminescence, 10 min;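 active = inhibition above about 50% when tested at 10 µM, limit read from the data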
# Target sequence (P08659 whole entry, looked up): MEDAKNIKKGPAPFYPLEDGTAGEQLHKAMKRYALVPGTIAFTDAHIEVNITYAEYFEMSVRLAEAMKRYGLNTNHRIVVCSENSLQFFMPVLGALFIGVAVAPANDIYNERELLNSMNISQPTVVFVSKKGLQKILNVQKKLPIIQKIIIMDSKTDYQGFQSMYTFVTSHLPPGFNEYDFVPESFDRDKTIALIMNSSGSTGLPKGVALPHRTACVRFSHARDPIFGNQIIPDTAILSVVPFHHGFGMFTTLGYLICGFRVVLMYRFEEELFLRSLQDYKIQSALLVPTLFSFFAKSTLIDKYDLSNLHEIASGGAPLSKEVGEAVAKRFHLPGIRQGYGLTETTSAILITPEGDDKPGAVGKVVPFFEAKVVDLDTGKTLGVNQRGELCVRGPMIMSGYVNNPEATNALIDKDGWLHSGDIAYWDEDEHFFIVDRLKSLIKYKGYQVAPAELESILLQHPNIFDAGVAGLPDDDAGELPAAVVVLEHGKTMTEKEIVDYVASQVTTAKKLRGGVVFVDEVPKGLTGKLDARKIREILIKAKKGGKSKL
# STAT3 activator: activators of IL-6 induced STAT3 signaling | U3A cells, IL-6 STAT3-luciferase reporter, luminescence; 100% = signal with IL-6 EC80 alone | activation (% of control), % at 5.6 µM | 190,000 tested, 0.91% active | AID 871;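 active = activation above the screen-wide mean of compound activation plus 3 SD, cut at about 130% in these data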;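 note: 0% = background luminescence of wells with medium and substrate only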
#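 Material: STAT3-luciferase reporter U3A cells; Probe or stimulus: IL-6 (33 ng/mL); Incubation: compound pre-incubation 1 h before IL-6, then 6 h stimulation at 37 °C; Technique: luminescence from STAT3-driven luciferase reporter; Evaluation: % activation versus median of IL-6-stimulated wells; Controls: IL-6-only high control.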
# * hit, by the source's call; . = no result given. Rows are unselected. Share with any hit: about 7.7%.
# Start of the data: the first four records as a preview:
SMILES,STAT3 blocker,APP 5'UTR act,STAT1 activator,Hsp70 act,NF-kB neuron act,APP 5UTR inh,RAM network inh,STAT1 blocker,FLuc inh counter,STAT3 activator
COc1cc(C)nc(N(Cc2ccccc2)S(=O)(=O)c2ccccc2)n1,-10.2,0.6,94.8,-0.2,1.2,-0.6,8.0,5.7,-5.9,111.3
Cc1ccc(NC(=O)COc2ccccc2)c(NC(=O)c2ccccc2C)c1,8.7,-11.6,94.2,0.0,.,11.6,.,6.4,.,101.3
COC(=O)c1ccccc1NC(=O)c1ccccc1N(C)S(C)(=O)=O,1.1,5.9,106.2,-0.2,0.84,-5.9,0.8,-6.7,-3.8,103.2
Cc1ccc(-n2c(-c3ccncc3)nnc2-c2cccs2)cc1,3.7,8.8,94.0,-0.5,.,-8.8,.,6.6,.,100.5

# All compounds of this part, from the first entry:
SMILES,STAT3 blocker,APP 5'UTR act,STAT1 activator,Hsp70 act,NF-kB neuron act,APP 5UTR inh,RAM network inh,STAT1 blocker,FLuc inh counter,STAT3 activator
COc1cc(C)nc(N(Cc2ccccc2)S(=O)(=O)c2ccccc2)n1,-10.2,0.6,94.8,-0.2,1.2,-0.6,8.0,5.7,-5.9,111.3
Cc1ccc(NC(=O)COc2ccccc2)c(NC(=O)c2ccccc2C)c1,8.7,-11.6,94.2,0.0,.,11.6,.,6.4,.,101.3
COC(=O)c1ccccc1NC(=O)c1ccccc1N(C)S(C)(=O)=O,1.1,5.9,106.2,-0.2,0.84,-5.9,0.8,-6.7,-3.8,103.2
Cc1ccc(-n2c(-c3ccncc3)nnc2-c2cccs2)cc1,3.7,8.8,94.0,-0.5,.,-8.8,.,6.6,.,100.5
CN1C(=O)CSc2ccc(NC(=O)NCCC3=CCCCC3)cc21,8.4,29.6,98.6,-0.4,0.92,-29.6,3.9,1.5,-1.1,99.2
O=C1C2Sc3[nH]c(=O)sc3C(c3ccccc3)C2C(=O)N1c1ccc(Cl)cc1 (stereo not drawn),4.3,19.0,98.8,-0.4,1.32,-19.0,2.4,1.3,-6.6,99.9
O=C(O)CC1Sc2ccccc2NC1=O (stereo not drawn),-6.3,35.3,110.8,0.0,0.75,-9.1,0.4,-12.9,1.3,111.0
CC(=O)Nc1ccc(C(=O)CSc2nnc(Cn3nnc4ccccc43)n2C)cc1,-7.0,13.2,99.0,-0.2,0.96,-13.2,0.7,1.1,-8.7,108.5
CC1(C)Oc2ccc(/C=C/C(=O)N3CCOCC3)c(O)c2C(N2CCOCC2)C1O (stereo not drawn),0.1,10.4,101.2,-0.2,1.02,-10.4,0.1,1.1,-2.3,98.0
Nc1ncnc(Oc2ccccc2F)c1[N+](=O)[O-],6.2,14.9,89.5,-0.5,0.81,-14.9,2.3,9.1,-5.3,96.4
Cc1ccc(NC(=O)COC(=O)CCc2c[nH]c(=O)[nH]2)cc1,-5.8,5.4,94.5,-0.2,1.83,-5.4,1.4,6.0,-3.1,108.5
CCC(=O)Nc1ccc(N2CCN(Cc3ccccc3)CC2)cc1,2.2,-2.4,101.6,-0.3,0.96,2.4,0.5,-1.8,-3.3,98.5
CC(=O)Nc1ccc(S(=O)(=O)NC(CC(=O)NCCC2=CCCCC2)C(C)C)cc1 (stereo not drawn),2.8,1.0,98.5,-0.2,1.09,-1.0,2.3,1.6,-6.4,99.8
COc1ccc(S(=O)(=O)N2CCOCC2)cc1NC(=O)Cc1c(Cl)cccc1Cl,7.7,-4.2,96.7,-0.3,0.91,4.2,4.6,3.8,-5.8,96.7
CC1CCCN(CCCNC(=O)C2CC(=O)N(c3ccc(F)c(Cl)c3)C2)C1 (stereo not drawn),-0.7,15.3,101.9,-0.1,0.95,-15.3,-0.3,-2.1,-9.9,103.8
O=C(C1CCCO1)N1CCN(Cc2c(O)ccc3ccccc23)CC1 (stereo not drawn),-19.5,-14.3,94.2,-0.5,0.8,14.3,1.4,6.3,-4.5,122.5
Cc1ccc(C2=N/C(=C\N(C)C)C(=O)O2)cc1,3.9,40.2,122.1,-0.2,3.19,-40.2,1.9,-24.0,3.6,95.5
CC1(C)CC(=O)C2=C(C1)c1c(ccc3ccccc13)NC2c1ccc(Br)o1 (stereo not drawn),14.2,5.7,98.3,-0.2,0.9,-5.7,4.9,1.9,-10.3,92.6
CCOC(=O)c1sc(NC(=O)CSc2nncs2)c(C(=O)OCC)c1C,19.8,-8.3,102.7,-0.1,1.25,8.3,2.2,-3.0,-9.6,86.5
Cc1ccc(O)c(C(=O)CC(=O)c2cccc(F)c2)c1,4.4,83.7,130.2*,-0.1,1.49,-83.7,0.1,-31.6,-4.4,101.8
CCc1nc(SCC(=O)N2CCCc3ccccc32)c2oc3ccccc3c2n1,4.7,10.6,95.9,-0.4,0.69,-10.6,3.7,4.5,-6.2,99.8
CCn1c(=O)c(NC(=O)c2ccccc2)c2n(c1=S)CCCCC2,-7.7,.,101.6,-0.5,0.95,.,3.3,-1.7,-2.2,105.0
CCCCOC(=O)Nc1nnc(CCOCC)s1,2.1,3.8,95.4,-0.1,1.36,-3.8,0.1,5.0,-6.3,100.6
Cn1c(=O)c2c(nc(SCC(=O)N3c4ccccc4CCc4ccccc43)n2C)n(C)c1=O,2.4,-11.1,98.0,0.0,0.99,11.1,2.0,2.3,-1.7,102.0
N#Cc1c(NC(=O)CSc2ncn(-c3ccccc3)n2)sc2c1CCCC2,4.1,17.9,100.5,0.0,0.9,-17.9,7.0,-0.5,-1.7,98.9
# Next part
SMILES,STAT3 blocker,APP 5'UTR act,STAT1 activator,Hsp70 act,NF-kB neuron act,APP 5UTR inh,RAM network inh,STAT1 blocker,FLuc inh counter,STAT3 activator
Cc1cc(NC(=O)c2ccco2)ncc1NC(=O)Cc1ccccc1,16.0,23.8,105.7,0.1,1.41,-23.8,0.6,-5.5,10.8,91.6
Cc1cc(C)n(-c2nc(C)nc(NCc3ccccc3)n2)n1,9.1,-14.5,94.6,-0.6,0.84,14.5,-0.4,6.1,0.0,93.3
COc1ccc(/C(C)=N/OC/C(O)=C(\C#N)c2nc3ccccc3[nH]2)cc1,8.8,17.7,99.8,-0.1,0.91,-17.7,1.9,0.2,-8.3,91.9
CCOc1ccc(-c2nc(CSCC(=O)NCc3ccco3)c(C)o2)cc1,0.4,-48.5,16.6,-0.1,0.19,48.5*,6.0,89.6*,14.5,103.3
COc1ccccc1NS(=O)(=O)c1cccc(NC(=O)NC2CCCCC2)c1,-10.3,4.2,100.7,-0.4,0.79,-4.2,3.1,-0.7,-6.2,104.2
O=C(NCCCN1CCOCC1)c1ccccc1NS(=O)(=O)c1ccc(F)cc1,2.5,15.4,99.5,-0.2,0.98,-15.4,0.8,-2.0,-2.0,99.4
FC(F)(F)c1cccc(-c2ccc(/C=N/Nc3nncc(-c4ccccc4)n3)o2)c1,-8.7,6.2,98.3,-0.4,1.17,-6.2,3.0,0.4,-5.6,108.4
N#Cc1nc(Cc2cccc3ccccc23)oc1N1CCC(C(N)=O)CC1,-6.3,2.4,97.6,-0.4,0.92,-2.4,2.2,2.6,-7.2,107.8
COC(=O)CCCC[C@@H]1SC[C@@H](NC(=O)OC)[C@@H]1NC(=O)OC,-4.4,10.9,113.9,-0.1,1.5,-10.9,1.1,-13.2,-0.5,106.4
CCCCOC(=O)c1ccc(NC(=O)CSC2=Nc3ccccc3C3CC=NN23)cc1 (stereo not drawn),16.4,.,97.2,-0.1,1.12,.,8.4*,3.1,-10.4,85.4
Cc1cc2nc[nH]c2cc1[N+](=O)[O-],12.4,-6.3,103.8,-0.2,0.91,6.3,0.9,-5.2,-0.6,91.1
O=C(CSc1nnnn1-c1cccc(Cl)c1)Nc1ccc2c(c1)CCC2,-8.1,-7.3,103.1,-0.4,1.01,7.3,2.0,-3.4,-3.1,102.4
COc1ccc(Cl)cc1NC(=O)CNCC(c1ccccc1)N(C)C (stereo not drawn),-19.5,-10.7,101.4,-0.2,0.81,10.7,0.4,-3.4,-0.7,119.8
O=C(Nc1cccnc1)c1cccc(S(=O)(=O)N2CCOCC2)c1,0.9,3.0,95.8,0.5,1.13,-3.0,0.1,4.6,3.5,100.1
COc1ccc(O)c(C2=Nc3ccccc3N=C(c3ccco3)C2)c1,-4.2,29.8,91.2,-0.3,0.99,-29.8,3.8,9.6,-5.3,103.7
CC(=O)N1c2c(ccc3ccccc23)C(C)CC12CCCCC2 (stereo not drawn),9.7,0.1,102.6,-0.6,1.12,-0.1,2.5,-2.8,-4.5,97.5
COc1cc(C2C(C#N)=C(N)Oc3cc4c(cc32)OCO4)cc(OC)c1OC (stereo not drawn),-45.9,-93.4,89.7,0.6,2.99,93.4*,-0.1,10.7,-1.3,146.9*
COc1ccc(C2C(C#N)=C(N)Oc3n[nH]c(C)c32)cc1Cn1cc([N+](=O)[O-])cn1 (stereo not drawn),2.7,2.3,101.7,-0.2,1.3,-2.3,1.1,-1.8,-13.2,101.6
COc1c(S(=O)(=O)Nc2cccnc2)ccc(Cl)c1Cl,13.1,-3.2,100.1,0.2,1.19,3.2,1.4,-2.4,-6.2,93.2
Cc1ccc(N2C(=O)c3cccc4c(C(=O)O)ccc(c34)C2=O)cc1,13.2,12.0,104.7,-0.2,1.29,-12.0,4.4,-4.8,-6.5,95.6
N#CC1=C(SCC(=O)NCc2ccccc2)NC(=O)CC1c1ccco1 (stereo not drawn),-13.6,-2.8,98.9,0.0,0.92,2.8,1.0,1.2,-4.9,114.8
COc1ccc(C(O)P(=O)(OCC(C)C)OCC(C)C)c(OC)c1 (stereo not drawn),-3.6,-8.4,101.2,-0.3,1.3,8.4,1.9,-1.3,-3.6,100.8
COc1ccccc1N1CCN(C(=O)CSc2nnc3c4ccccc4n(CC(=O)O)c3n2)CC1,4.8,10.1,100.2,-0.1,0.96,-10.1,3.5,-0.2,-4.9,98.2
CC(Oc1ccccc1F)c1ccnc2nc(/N=C/N(C)C)nn12 (stereo not drawn),-5.9,8.4,86.5,0.0,0.93,-8.4,-1.4,14.3,-5.9,106.2
O=C(CSc1nnc(-c2ccncc2)o1)NC1C2CC3CC(C2)CC1C3 (stereo not drawn),0.6,6.6,116.1,-0.4,1.09,-6.6,2.5,-18.3,-5.1,99.6
# (continued)
SMILES,STAT3 blocker,APP 5'UTR act,STAT1 activator,Hsp70 act,NF-kB neuron act,APP 5UTR inh,RAM network inh,STAT1 blocker,FLuc inh counter,STAT3 activator
CCOc1ccccc1N(CC)C(=O)Cn1ncc2c(=O)oc3ccccc3c21,-4.0,-18.4,106.2,-0.2,1.04,18.4,-0.6,-5.7,-3.3,103.4
CCOc1ccccc1N1CCN(C(=O)c2csc(C)c2CC)CC1,25.8,-6.7,91.1,-0.2,0.84,6.7,0.2,7.0,-3.8,82.2
CC(C)CCNC(=O)c1cccc(C(=O)NCCC(C)C)c1,3.9,9.2,95.7,-0.1,0.98,-9.2,0.6,4.6,-10.3,98.1
COc1ccc(/C=N/NC(=S)Nc2ccccc2)cc1COc1ccc(F)cc1,8.1,2.7,94.2,-0.1,1.22,-2.7,2.8,6.6,2.2,95.5
O=S(=O)(NCc1ccccn1)c1cccc2nsnc12,6.3,-8.3,101.2,0.0,0.85,8.3,-0.9,-1.3,-5.7,93.5
O=C(CSc1nn(-c2ccccc2)c(=S)s1)Nn1cnnc1,5.9,3.0,100.1,-0.2,1.09,-3.0,-0.3,-1.2,-9.5,100.4
